M1 antag: human M1 muscarinic receptor antagonists, primary screen, CHO-K1 cells, Fluo-8 calcium fluorescence, 1536-well. Muscarinic acetylcholine receptor M1 (Homo sapiens), P11229. CHO-K1 hM1, ACh EC80 antagonist. inhibition, % at 3 µM. 360,000 compounds, 1.3% hits;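 active = percent inhibition above its own plate's cutoff, namely the mean of that plate's compound wells plus 3 SD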;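 note: peak over basal fluorescence ratio during 140 s after agonist addition; 0% = ACh EC80 plus DMSO and 100% = DMSO alone without agonist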
Target sequence (P11229 whole entry, looked up): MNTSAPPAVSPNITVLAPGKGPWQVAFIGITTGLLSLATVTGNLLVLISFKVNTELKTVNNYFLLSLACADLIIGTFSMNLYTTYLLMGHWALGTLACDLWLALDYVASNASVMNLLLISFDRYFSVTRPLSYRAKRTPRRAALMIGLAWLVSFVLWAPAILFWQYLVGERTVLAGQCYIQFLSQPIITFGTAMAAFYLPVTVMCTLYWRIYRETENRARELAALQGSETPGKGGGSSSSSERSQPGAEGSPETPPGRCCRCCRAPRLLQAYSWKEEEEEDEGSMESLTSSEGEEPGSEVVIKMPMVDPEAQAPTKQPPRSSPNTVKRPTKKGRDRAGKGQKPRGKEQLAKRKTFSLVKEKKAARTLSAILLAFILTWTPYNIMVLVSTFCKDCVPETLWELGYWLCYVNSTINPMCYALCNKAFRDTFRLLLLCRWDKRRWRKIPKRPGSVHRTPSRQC
OXTR potentiate: human OXTR potentiators, primary screen, fluorescence, CHO-OTR cells, Fluo-8 calcium. activation, % at 3 µM. Oxytocin receptor (Homo sapiens), P30559. AID 2445, 2010. Fluo-8 calcium fluorescence, potentiator mode; 0% = oxytocin EC15, 100% = EC100. 320,000 compounds, 0.061% hits;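 active = activation above that plate's cutoff, the mean activation of tested compounds plus 3 SD, cut at about 6.6% in these data, passing the limit was not always enough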;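 note: 100% uses oxytocin at 75 nM as the full agonist control; some results filed as inactive read as strong as hits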
Target sequence (P30559 whole entry, looked up): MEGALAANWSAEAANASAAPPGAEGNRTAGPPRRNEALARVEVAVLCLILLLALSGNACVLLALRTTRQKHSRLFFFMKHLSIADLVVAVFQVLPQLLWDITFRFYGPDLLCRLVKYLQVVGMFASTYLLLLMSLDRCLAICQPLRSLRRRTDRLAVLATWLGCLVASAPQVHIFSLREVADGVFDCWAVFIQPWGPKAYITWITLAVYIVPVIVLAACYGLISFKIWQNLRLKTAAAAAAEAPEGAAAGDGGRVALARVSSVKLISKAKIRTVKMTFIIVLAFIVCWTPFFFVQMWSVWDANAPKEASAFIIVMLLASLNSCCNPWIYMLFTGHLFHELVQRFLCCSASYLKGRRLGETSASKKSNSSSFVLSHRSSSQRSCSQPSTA
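Measured by – Fluo-8 calcium dye fluorescence · Test system – human OTR in CHO cells · Dosing – one concentration, 3.0 µM compound · Controls – EC15 oxytocin alone as 0%, 75 nM oxytocin as 100% · Evaluation – normalized max/min fluorescence ratio, % activation · Timing – 6 min pre-incubation, 100 s read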
CHO parental Ca: ATP-evoked calcium signal inhibitors, parental CHO, primary screen, counter-screen for OX1R antagonist project, cell-based, fluorescence, Fluo-8 calcium dye | inhibition, % at 5.6 µM | 330,000 compounds, 0.63% hits | parental CHO-K1, ATP-induced calcium, Fluo-8 fluorescence | AID 463079, 2010;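 active = inhibition above that plate's mean sample inhibition plus 3 SD, cut at about 26% in these data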;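 note: 0% = ATP-challenged DMSO wells and 100% = DMSO wells without ATP; some compounds past the cut are filed as inactive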
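Material: Parental CHO cells | Reagent: ATP | Compound dosing: Single nominal dose of 5.6 µM per compound | Detection: Intracellular calcium via Fluo-8 no-wash fluorescent dye | Read-out: % inhibition of ATP-induced calcium mobilization | Benchmarks: Low control ATP plus DMSO, high control DMSO only | Replicates: Singlicate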
V1R ag counter: agonists of human V1a receptor, primary screen, counter-screen for OXTR agonist project, fluorescence, CHO-V1R cells; 320,000 compounds, 0.25% hits; Fluo-8 calcium fluorescence, agonist mode; 0% DMSO, 100% 3 nM vasopressin; activation, % at 3 µM;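 active = activation above the mean activation of all tested compounds plus 3 SD, per screening run, cut at about 20% in these data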;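 note: signal is peak over basal fluorescence ratio across a 100 second FLIPR read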
M1 ag: human M1 muscarinic receptor agonists, primary screen, Fluo-8 calcium fluorescence, CHO-K1 cells, HTS. AID 588814, 2011. 360,000 compounds, 0.33% hits. activation, % at 3 µM. CHO-K1 hM1, agonist mode; 0% DMSO, 100% acetylcholine EC100. Muscarinic acetylcholine receptor M1 (Homo sapiens), P11229;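 active = activation above the run's mean compound activation plus 3 SD, cut at about 16% in these data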;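 note: peak over basal fluorescence ratio within a 140 s kinetic read after compound addition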
M1 PAM: human M1 muscarinic receptor positive allosteric modulators, primary screen, CHO-K1 cells, Fluo-8 calcium fluorescence, 1536-well. Muscarinic acetylcholine receptor M1 (Homo sapiens), P11229. activation, % at 3 µM. AID 588819, 2011. CHO-K1 hM1, ACh EC20; 0% = ACh EC20, 100% = maximal ACh. 360,000 compounds, 0.088% hits; in the data active = activation above about 19%, passing the limit was not always enough
OXTR ag: human OXTR agonists, primary screen, fluorescence, CHO-OTR cells, Fluo-8 calcium; Oxytocin receptor (Homo sapiens), P30559; Fluo-8 calcium fluorescence; normalized: DMSO 0%, oxytocin 100%; activation, % at 3 µM; 320,000 compounds, 0.32% hits;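 active = activation above the mean of all tested compounds plus 3 SD, cutoff set per screening run, cut at about 20% in these data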;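 note: peak over basal fluorescence ratio from a 100 s FLIPR kinetic read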
TAAR1 antag: human TAAR1 antagonists, primary screen, Fluo-8 calcium fluorescence, CHO RD-HGA16 cells; Trace amine-associated receptor 1 (Homo sapiens), Q96RJ0; antagonist; inhibition, % at 3 µM; 360,000 compounds, 1.5% hits;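 active = inhibition above a per-plate cutoff, the mean inhibition of test compounds on that plate plus 3 SD, cut at about 49% in these data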;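 note: 0% = DMSO plus EC80 beta-PEA response and 100% = DMSO alone without agonist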
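Test system – hTAAR1-expressing CHO RD-HGA16 cells, Gα16-coupled · Also added – β-PEA at EC80 concentration, post-compound challenge · Compound – 3 µM, single point · Incubation – dye loading 75 min at 37 °C, then 30 min room temperature · Measured by – Fluo-8 intracellular calcium dye fluorescence, real-time kinetic reads · Benchmarks – vehicle and agonist controls · Replicates – singlicate, one well per test compound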
TAAR1 ag: human TAAR1 agonists, primary screen, Fluo-8 calcium fluorescence, CHO RD-HGA16 cells; 360,000 compounds, 0.99% hits; Trace amine-associated receptor 1 (Homo sapiens), Q96RJ0; vehicle wells 0%, saturating PEA agonist 100%; activation, % at 3 µM; AID 624467, 2012;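 active = activation above the mean activation of all test compounds in the run plus 3 SD, cut at about 38% in these data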
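test system = CHO RD-HGA16 cells carrying human TAAR1 plus Gα16 | schedule = 17-24 h seeding, 75 min 37 °C dye, 30 min RT | compound dosing = 3 µM single concentration | control set = DMSO and PEA EC100 | replicates = n 1 | signal = Fluo-8 fluorescence, 5 s baseline then 140 s kinetic read | measure = percent activation vs PEA EC100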
An asterisk follows results filed as active; . = not tested or not shown.

SMILES | M1 antag | OXTR potentiate | CHO parental Ca | V1R ag counter | M1 ag | M1 PAM | OXTR ag | TAAR1 antag | TAAR1 ag
N/C(Cn1cncn1)=N\NC(=O)C(=O)Nc1cccc(C(F)(F)F)c1 | -0.7 | -5.0 | 2.0 | 1.6 | -5.3 | 7.3 | -0.4 | -2.8 | 5.6
COCCNC(=S)N(CCc1c(C)[nH]c2ccc(F)cc12)Cc1ccc(C)cc1 | -0.3 | . | . | . | -6.5 | 4.9 | . | 12.6 | 5.4
COc1ccc(CC(NC(C)=O)C(=O)NC2CCN(C(=O)c3cnccn3)CC2)cc1 (stereo not drawn) | -7.4 | -2.0 | 1.9 | 0.5 | -1.3 | 6.0 | 1.4 | 15.5 | 1.0
Cc1ccc(S(=O)(=O)N(C)Cc2ccc(-c3nnco3)cc2)cc1 | -12.4 | -16.1 | -12.6 | 1.3 | -0.8 | 2.2 | 0.8 | 17.1 | -0.8
COc1ccccc1C(=O)N1CC(=O)Nc2ccc(F)cc2C1c1ccccc1 (stereo not drawn) | 1.5 | -12.8 | -17.5 | 3.6 | 2.3 | 2.7 | 0.0 | -14.1 | 15.3
O=C(CCNC(=O)c1ccc([N+](=O)[O-])cc1)NCCC1=CCCCC1 | -8.7 | 2.1 | -14.2 | -0.1 | -3.7 | 8.8 | -1.2 | -27.2 | 1.6
CC1(C)CC(NC(=O)c2ccc(Cl)cc2)CC(C)(C)N1 | -14.8 | -9.1 | -3.0 | -0.3 | -2.1 | 10.5 | -0.1 | -10.6 | 0.8
Cc1ccc(NC(=O)COC(=O)/C=C/c2cccc(Cl)c2)cc1S(=O)(=O)N1CCOCC1 | 0.0 | -5.9 | 6.1 | 2.9 | -1.5 | 0.1 | 4.4 | 4.3 | 3.7
O=C(Nc1ccccc1)c1c2c(nc3ccccc13)CCCC2 | -22.2 | 1.5 | -22.8 | 0.8 | -4.7 | 11.0 | -2.0 | -30.6 | 2.7
CCOc1ccc(-c2cnc3n2CCC3)cc1 | 0.6 | -2.3 | -8.2 | -0.3 | -4.9 | -5.5 | -0.2 | 5.5 | 11.2
CCCNC(=O)C1CCC(CNS(=O)(=O)c2ccc3c(c2)N(C(C)=O)CCO3)CC1 (stereo not drawn) | 1.3 | -3.1 | -5.7 | 1.4 | 0.6 | 7.1 | 0.9 | 5.8 | 0.3
Nc1ncncc1-c1ccc(Cl)cc1 | -4.0 | -3.0 | -11.6 | 0.8 | -2.5 | 0.2 | -0.2 | -15.1 | 0.3
COc1ccc(C(C)(C)C)cc1NC(=O)CN1C(=O)C(=O)N(Cc2ccco2)C1=O | -9.5 | -4.4 | -7.0 | -0.2 | -1.3 | 11.3 | -1.3 | 6.4 | 8.6
COC(=O)[C@]1(C)CCC[C@@]2(C)C3CC[C@@]4(C)C[C@]3(CCC21)CC(=O)N4C (stereo partly drawn) | -7.6 | -5.4 | -29.5 | -0.9 | 2.4 | 17.0 | -1.2 | -1.5 | 12.7
O=C(c1cnn2c1NC(c1ccco1)CC2C(F)(F)F)N1CCN(c2cccc(Cl)c2)CC1 (stereo not drawn) | -5.1 | -13.8 | 17.7 | 1.5 | -3.8 | 1.0 | 1.8 | 21.7 | 5.4
c1ccc(Nc2ccccc2)cc1 | -0.2 | -0.5 | 3.6 | -0.6 | -1.4 | 1.0 | -1.8 | -2.9 | -1.4
Cc1ccc(-c2c[n+](Cc3cccc(Cl)c3)c3n2CCC3)cc1 | 2.2 | -6.5 | -7.1 | 0.1 | -7.7 | -7.6 | -1.8 | -28.4 | 10.1
CC1(C)c2ssc(=S)c2-c2ccccc2N1C(=O)CSC1=NCCS1 | 12.1 | -13.4 | -25.8 | -1.4 | -3.5 | -12.2 | -1.6 | -0.3 | 1.7
C[C@H]1C=CC(=O)O[C@H]1c1ccccc1 | -10.8 | -0.2 | -4.5 | 0.6 | -1.7 | 24.4 | 1.0 | -11.7 | 11.9
CC(Cc1ccco1)NC(=O)c1cccc(S(=O)(=O)N(C)C)c1 (stereo not drawn) | -9.6 | -14.4 | -14.3 | 0.4 | -6.1 | 11.8 | -0.1 | -19.8 | 7.9
Cc1ccc(OCC(=O)N(C)CC(=O)Nc2cccc(F)c2)cc1 | -1.0 | -1.7 | 1.9 | 0.7 | -2.9 | 7.3 | -0.2 | -14.8 | -0.2
Cc1ccc(C(=O)OCC(=O)N2CCOCC2)cc1 | -1.8 | -9.7 | 5.5 | 0.6 | -4.4 | 8.2 | 0.0 | -12.4 | 6.2
O=C(CN(C(=O)CNS(=O)(=O)c1ccc(F)cc1)C1CCCC1)NCc1ccco1 | -6.2 | 0.2 | -15.9 | -0.3 | -3.7 | 2.4 | -1.0 | -3.7 | 1.4
COc1ccc(CCNC(=O)/C(=C/c2cccnc2)NC(=O)c2ccccc2)cc1 | -11.7 | -4.4 | -19.2 | -1.0 | -2.4 | 15.8 | -0.7 | -13.0 | 2.5
CCn1cc(C(=O)OCC(=O)Nc2cc(S(=O)(=O)N(C)C)ccc2C)c(=O)c2ccc(C)nc21 | -13.2 | -0.9 | -5.7 | -0.8 | -4.7 | 6.6 | -2.7 | -22.9 | -1.4
COCc1ccc(C(=O)Nc2ccc(C(=O)O)cc2)o1 | 1.3 | -3.0 | -13.0 | 0.5 | 5.8 | 2.0 | 1.1 | -23.1 | 0.2
COc1nc(-c2ccc(C)cc2)ccc1-c1noc(-c2ccco2)n1 | -18.7 | -10.7 | -13.7 | -0.3 | -1.4 | 11.0 | -0.8 | 6.8 | 7.7
CC1CCN(C(=O)c2[nH]cnc2C(=O)Nc2ccccc2)CC1 | -4.7 | -4.8 | -9.1 | -0.4 | -5.3 | -5.8 | 0.5 | 1.5 | 14.4
O=C1CN(S(=O)(=O)c2cccc(C(=O)O)c2)c2ccccc2N1 | -19.2 | -7.0 | 1.9 | 1.1 | -1.7 | 14.6 | 0.7 | -19.3 | 0.1
O=C(Nc1cccc2ncccc12)C(c1ccccc1)c1ccccc1 | 12.7 | -10.9 | -25.7 | 0.2 | -2.1 | -2.8 | -2.1 | 14.3 | 8.9
COc1ccc(-c2csc(N(CCCN3CCOCC3)C(=O)CCl)n2)cc1 | -4.2 | -5.0 | 1.3 | 0.8 | -6.1 | -0.1 | 0.0 | -6.6 | -0.9
COc1ccc(NC(=O)CSCC(=O)N2CCN(C(=O)c3ccco3)CC2)cc1 | -6.5 | -1.5 | -2.8 | -0.3 | -3.6 | 5.7 | 0.0 | -9.7 | -1.5
Cc1c(C#N)c2ccccc2n1CC(=O)N1CCc2ccccc2C1 | 2.8 | -13.0 | -10.2 | 0.5 | -1.6 | -5.6 | 2.1 | 16.9 | 2.3
CCC(=O)N1CCN(c2ccc(NC(=O)c3ccc(C#N)cc3F)cc2Cl)CC1 | -15.0 | -5.8 | 3.3 | 5.7 | -0.5 | 6.6 | 5.5 | -9.1 | 2.4
Cn1c(SCCc2ccc([N+](=O)[O-])cc2)nccc1=O | -5.0 | -12.4 | -9.9 | 2.9 | -1.8 | 8.7 | 2.5 | 11.2 | -1.0
CSc1nnc(SCc2nc3sc(C(=O)O)c(C)c3c(=O)[nH]2)s1 | -1.7 | -6.8 | -11.5 | 4.8 | -1.8 | 2.8 | 6.1 | -20.9 | -1.3
CC1CCc2c(sc(NC(=O)c3ccc(Cn4cc(Br)cn4)o3)c2C(N)=O)C1 (stereo not drawn) | -1.4 | -0.9 | -15.5 | -0.8 | -7.0 | -6.7 | -0.6 | 4.2 | -3.6
CCOC(=O)NC(=O)CSc1nnc(C)s1 | -12.3 | -1.8 | 7.1 | 0.4 | -6.3 | 10.1 | -1.6 | 5.8 | 1.2
O=C(NC1CCN(Cc2ccccc2)CC1)c1ccccc1NS(=O)(=O)c1ccc(F)c(F)c1 | 17.8 | . | . | . | -6.4 | -3.6 | . | -0.1 | 5.9
Cc1ccc(CN2CCN(/N=C/c3sccc3C)CC2)c(C)c1 | -1.1 | -12.5 | -2.8 | -0.2 | -4.1 | 4.8 | -1.8 | -16.3 | -1.3
COc1ccc([C@H]2CC(=O)C=C(c3ccc4c(c3)OCO4)C2)cc1OC | -12.4 | -7.5 | -16.7 | 0.8 | -1.0 | 11.3 | -0.2 | 11.4 | 5.2
Cc1csc(N(C(=O)c2ccccc2F)c2ccccc2)n1 | -2.2 | 2.0 | -10.1 | -0.6 | -9.5 | -0.3 | -2.0 | 6.7 | 4.7
O=C(CSc1ncccn1)NN=C1CCCCCC1 | -0.7 | -2.5 | -3.4 | 0.0 | -5.8 | 1.8 | 0.0 | 4.0 | 1.1
Cc1ccc(C(=O)Cn2c(C(=O)O)cc3ccccc32)cc1 | -6.5 | -4.0 | -13.1 | 1.7 | -1.6 | 10.3 | 1.7 | -6.2 | 0.6
COc1ccc(N(CC(=O)NC2CCCCCCC2)S(=O)(=O)c2c(C)nn(C)c2C)cc1 | -8.3 | -10.3 | -15.1 | 0.3 | -8.8 | -1.8 | -0.1 | 14.1 | 2.6
O=c1cc(CN2CCC(Cc3ccccc3)CC2)nc2sccn12 | 2.7 | 3.0 | -5.8 | -0.5 | -13.1 | 2.4 | 0.0 | 3.2 | -0.8
Cc1cccc(NS(=O)(=O)c2ccc([N+](=O)[O-])cc2)n1 | -16.4 | -0.4 | 12.0 | 1.3 | -1.5 | 10.0 | 0.0 | -10.8 | -0.2

Only OXTR ag, for some of the entries so far:
mol,OXTR ag
O=c1cc(CN2CCC(Cc3ccccc3)CC2)nc2sccn12,0.0
Cc1cccc(NS(=O)(=O)c2ccc([N+](=O)[O-])cc2)n1,0.0
